# Screening results as filed in PubChem.
# HT1080-NT tox: kills 2HG-producing HT-1080-NT fibrosarcoma cells | HT-1080-NT fibrosarcoma viability, CellTiter-Glo ATP luminescence, 48 h | Potency, µM (highest dose often 46.1 µM), for inactives: at the top dose activity, negative = less viability, actives largely listed as cytotoxic | 360,000 tested, 1.6% active;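 note: NT is the 2HG producing partner of a matched IDH1 knockdown line; potency is the fitted concentration of half-maximal effect; 0% = DMSO-treated cells and -100% = media-only wells without cells; nearly all actives have a fitted effect of over 55% in size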
#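 Luminescent CellTiter-Glo readout after 48 hours of compound exposure at 37 degrees C defined viability of HT-1080-NT cells. Activity was normalized to DMSO wells and cell-free media wells; concentration-response curves were fitted and assigned curve classes.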
# ATXN2 expr inh: inhibitors of ATXN2 expression; HEK-293 ATXN2-luciferase reporter, luminescence, 24 h; 360,000 tested, 0.72% active; AID 1745845; Potency, µM (series often up to 57 µM), for the others: top-dose activity change, negative = inhibition, actives largely listed as inhibitors; note: potency is the fitted concentration of half-maximal effect; % is set by controls: 0 for no effect and ±100 for the full control effect; nearly all actives have a fitted effect of over 55% in size
#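 qHTS (up to 57 uM final) was run with 24 h compound exposure of reporter cells at 37 °C. Each well was multiplexed: SteadyGlo luminescence measured ATXN2-luciferase expression after a fluorogenic Gly-Phe-AFC viability readout (25 uM final).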
# MCF10A rerep: inducers of DNA re-replication in MCF 10A breast cells. MCF 10A DNA re-replication, Hoechst nuclear intensity, 48 h. Potency, µM (series often up to 46.1 µM), without a hit: at the top dose activity, positive = re-replication, actives largely listed as activators. 350,000 tested, 2.9% active. AID 624296; note: potency is the fitted concentration of half-maximal effect; % of control where 0% means no effect; nearly all actives have a fitted effect of over 50% in size
# HT1080 IDH1KD tx: HT-1080 IDH1 knockdown cell toxicity (counter line); HT-1080 IDH1 knockdown viability, ATP luminescence, 48 h; Potency, µM (doses to about 46.1 µM), inactives show at the top dose activity, negative = toxicity, most hits filed as cytotoxic; 360,000 tested, 2% active; AID 686971;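 note: potency is the fitted concentration of half-maximal effect; 0% = DMSO wells and -100% = cell-free medium wells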
#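 Using the IDH1-knockdown HT-1080 line run in the same batch and compound series as the NT line, viability after 48 h at 37 °C was determined by CellTiter-Glo luminescence and expressed as % activity.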
# KB-3-1 cytotox: KB-3-1 parental cell cytotoxicity | 400,000 tested, 1.4% active | Potency, µM (top dose mostly 46.1 µM), for the others: top-dose activity change, negative = cytotoxic, usual class: cytotoxic | AID 1347075 | KB-3-1 viability, CellTiter-Glo ATP luminescence, 72 h; note: potency is the fitted concentration of half-maximal effect; % is set by controls: 0 for no effect and ±100 for the full control effect; nearly all actives have a fitted effect of over 60% in size
#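 Screening of KB-3-1 cells (DMEM, 10% FBS, phenol-red free) ran from lowest to highest compound concentration; after 72 h at 37 °C viability was read luminescently and curves fitted.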
# IL1B secr inh: inflammasome signaling inhibition, IL-1 beta readout; THP-1 LPS/ATP IL-1B secretion, AlphaLISA, 16 h; stronger effect = lower value; activity change, % at 57.5 µM; 360,000 tested, 4.7% active; AID 743279; in the data active = activity change below about -50%; inconclusive = mostly about -30% to -49%; note: % is set by controls: 0 for no effect and ±100 for the full control effect
#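 Secreted IL-1B measured by AlphaLISA bead assay after 16 h compound exposure of THP-1 cells; compounds (final up to 57.5 uM) added 1 h before LPS (250 ng/mL) and ATP (1.25 mM) stimulation; lower signal means less secretion.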
# SW480 rereplic: inducers of DNA re-replication in SW480 colon cancer cells | SW480 DNA re-replication, Hoechst DNA content imaging, 48 h | Potency, µM (series often up to 46.1 µM), without a hit: at the highest dose re-replication activation, most hits filed as activators | 340,000 tested, 1.8% active | AID 624297; note: potency is the fitted concentration of half-maximal effect; % of control where 0% means no effect; nearly all actives have a fitted effect of over 55% in size
#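 Compounds, transferred as 23 nL by pin tool, were incubated with cells for 48 hr; DNA content per nucleus was then quantified by Hoechst staining and fluorescence plate imaging.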
# KB-V1 cytotox: KB-V1 MDR subline cytotoxicity; KB-V1 MDR cells viability, CellTiter-Glo, 72 h; Potency, µM (series often up to 46.1 µM), for the others: at the top dose activity change, negative = cytotoxicity, hits mostly cytotoxic; 400,000 tested, 3.4% active; AID 1347076; note: potency is the fitted concentration of half-maximal effect; % is set by controls: 0 for no effect and ±100 for the full control effect; nearly all actives have a fitted effect of over 60% in size
#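 Cytotoxicity via CellTiter-Glo luminescence after 72 h compound exposure at 37 degrees C. Cells: drug-selected KB-V1 line, DMEM phenol-red free plus 10% FBS. Compounds tested at multiple concentrations; normalized data fitted to concentration-effect curves.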
# S2 tox: cell viability loss in ATXN counter-screen. S2 cells (HEK-293 line with an ATXN2-luciferase reporter) viability, CellTiter-Fluor protease fluorescence, 24 h. Potency, µM (series often up to 56.7 µM), usual class: cytotoxic. 400,000 tested, 0.49% active. AID 651635; note: potency is the fitted concentration of half-maximal effect; nearly all actives have a fitted effect of over 40% in size
# * marks the source's active call; other numbers are inactive results; i = inactive; ? = inconclusive; nt = no result given; [ ] = remark or other dose. Unless noted, calls come from the whole dose curve; as a rule, active = well fitted curve in the direction sought with a large enough effect; inconclusive = small, poorly fitted or top-dose-only effect, or another doubt; inactive = no such curve, though single readings can be large; an effect the other way counts as inactive or inconclusive. This is a random part of the collection; 11% or so of the library scored in one or more.
# The opening 8 entries, ahead of the listing:
SMILES	HT1080-NT tox	ATXN2 expr inh	MCF10A rerep	HT1080 IDH1KD tx	KB-3-1 cytotox	IL1B secr inh	SW480 rereplic	KB-V1 cytotox	S2 tox
COc1ccc(NC(=O)C2(C)Cc3c(-c4ccc(N(C)C)cc4)ccnc3O2)cc1OC (configuration not stated)	2.2%	-9.8%	nt	-9.5%	0.0%	18.3	nt	0.0%	i
CN(C(=O)c1ccc(-c2nn(C)c(=O)c3ccccc23)cc1)c1ccccc1	-6.3%	nt	12.9%	-9.8%	-3.9%	47.3	-9.6%	-14.9%	nt
COc1ccc(C(=O)N/N=C(\CCC(=O)O)c2ccc(C(C)(C)C)cc2)cc1OC	-18.5%	-10.5%	-2.8%	-10.9%	3.3%	9.5	-6.4%	-4.6%	?
O=C(Nc1ccccc1N1CCCCC1)C1=COCCO1	-17.1%	-22.2%	10.8%	-0.2%	2.6%	33.6	-15.6%	-6.1%	i
Cc1cc(NC(=O)CCC(=O)N(c2cccc(F)c2)C(C(=O)NC2CCCC2)c2ccccc2)no1 (configuration not stated)	-11.7%	-10.6%	1.9%	-12.9%	10.8%	8.4	-17.7%	-17.8%	i
Cc1ccc(NCC(=O)N/N=C/c2ccc(C(=O)O)cc2)cc1	4.3%	4.5%	2.0%	3.9%	3.1%	7.7	2.2%	4.5%	i
O=C(NCc1ccccc1)C1CCCN(S(=O)(=O)c2ccc(-n3cnnn3)cc2)C1 (configuration not stated)	-20.9%	9.1%	-21.0%	-21.6%	-0.7%	21.9	-0.1%	-4.7%	i
C#CCOCCOCCOCCNc1nc(N2CCN(C(=O)[C@H]([C@@H](C)CC)n3cc([C@@H](N)CO)nn3)CC2)nc(N2CCN(C(=O)[C@H](CCCCN)n3cc([C@@H](N)CC(C)C)nn3)CC2)n1	13.2%	0.4%	-21.5%	13.2%	26.4%	-0.1	-0.7%	3.6%	i

# This part in full, repeating the preview:
SMILES	HT1080-NT tox	ATXN2 expr inh	MCF10A rerep	HT1080 IDH1KD tx	KB-3-1 cytotox	IL1B secr inh	SW480 rereplic	KB-V1 cytotox	S2 tox
COc1ccc(NC(=O)C2(C)Cc3c(-c4ccc(N(C)C)cc4)ccnc3O2)cc1OC (configuration not stated)	2.2%	-9.8%	nt	-9.5%	0.0%	18.3	nt	0.0%	i
CN(C(=O)c1ccc(-c2nn(C)c(=O)c3ccccc23)cc1)c1ccccc1	-6.3%	nt	12.9%	-9.8%	-3.9%	47.3	-9.6%	-14.9%	nt
COc1ccc(C(=O)N/N=C(\CCC(=O)O)c2ccc(C(C)(C)C)cc2)cc1OC	-18.5%	-10.5%	-2.8%	-10.9%	3.3%	9.5	-6.4%	-4.6%	?
O=C(Nc1ccccc1N1CCCCC1)C1=COCCO1	-17.1%	-22.2%	10.8%	-0.2%	2.6%	33.6	-15.6%	-6.1%	i
Cc1cc(NC(=O)CCC(=O)N(c2cccc(F)c2)C(C(=O)NC2CCCC2)c2ccccc2)no1 (configuration not stated)	-11.7%	-10.6%	1.9%	-12.9%	10.8%	8.4	-17.7%	-17.8%	i
Cc1ccc(NCC(=O)N/N=C/c2ccc(C(=O)O)cc2)cc1	4.3%	4.5%	2.0%	3.9%	3.1%	7.7	2.2%	4.5%	i
O=C(NCc1ccccc1)C1CCCN(S(=O)(=O)c2ccc(-n3cnnn3)cc2)C1 (configuration not stated)	-20.9%	9.1%	-21.0%	-21.6%	-0.7%	21.9	-0.1%	-4.7%	i
C#CCOCCOCCOCCNc1nc(N2CCN(C(=O)[C@H]([C@@H](C)CC)n3cc([C@@H](N)CO)nn3)CC2)nc(N2CCN(C(=O)[C@H](CCCCN)n3cc([C@@H](N)CC(C)C)nn3)CC2)n1	13.2%	0.4%	-21.5%	13.2%	26.4%	-0.1	-0.7%	3.6%	i
CCOC(=O)C1C(=O)CC(=O)CC1CC(C)SCC (configuration not stated)	2.0%	6.8%	-0.1%	8.5%	20.3%	0.0	-0.6%	4.0%	i
CCCCN(CCCC)CCCN1CC(=O)N2[C@@H](Cc3c([nH]c4ccccc34)C2(C)C)C1=O	5.2%	-32.0%	-0.1%	2.0%	-7.0%	-73.5*	-9.4%	-13.8%	i
c1coc(CNCCCN2CCOCC2)c1	-0.6%[9.24 µM]	11.5%	-1.1%	-15.4%	4.1%	0.0	-4.7%	21.0%	i
CCOc1ccc(NC(=O)Nc2ccc3c(c2)nnn3C)cc1	12.1%	-10.4%	-9.1%	5.1%	8.5%	-0.1	4.0%	2.2%	i
COCCn1nnnc1C(c1ccccc1)N1CCN(Cc2ccc3c(c2)OCO3)CC1 (configuration not stated)	1.1%	-9.7%	3.0%	4.0%	6.4%	-18.1	-1.9%	-5.0%	i
CCOc1cc(C)c(S(=O)(=O)NCc2ccccn2)cc1C	5.5%	-1.2%	-0.1%	5.9%	-9.3%	21.6	-6.9%	-5.5%	i
O=c1cc(CNc2cc(C(F)(F)F)cc(C(F)(F)F)c2)nc2sccn12	?	-13.3%	?	?	23.1µM*	-70.8*	-1.0%	25.9µM*	i
COC(=O)c1sccc1S(=O)(=O)N(CC(=O)NCc1ccc(F)cc1)c1ccccc1	nt	4.1%	nt	nt	4.5%	nt	nt	6.5%	i
COc1cc(S(=O)(=O)N2CCN(c3ccccc3F)CC2)c(OC)cc1Cl	1.2%	-0.2%	28.3%	-3.0%	2.2%	-21.9	-4.8%	-1.0%	i
O=C(Nn1c(COc2ccccc2)nc2ccccc2c1=O)C(Cl)(Cl)Cl	0.2%	nt	?	-7.8%	-7.7%	-3.7	18.4µM*	-9.9%	i
CCN1CCN(C(=O)COCc2cc(-c3ccc4c(c3)OCO4)on2)CC1	-0.6%	10.2%	5.0%	-7.4%	0.8%	-6.1	0.8%	21.4%	i
CCOc1ccc(N2CC(C(=O)Nc3nnc(Cc4ccc(OC)cc4)s3)CC2=O)cc1 (configuration not stated)	0.1%	-4.9%	?	4.1%	7.7%	23.3	-6.8%	-1.6%	i
c1ccc2c(c1)nnn2-c1ncnc2sccc12	-0.4%	6.1%	-4.8%	0.0%	-3.5%	8.4	-8.7%	?	i
CCSc1nnc(-c2cc(Br)ccc2N=Cc2c(C)[nH]n(-c3ccccc3)c2=O)c(=O)[nH]1	14.3%	2.5%	-5.4%	14.0%	1.0%	13.0	-126.1%[inhibitor]	10.3%	i
Cc1ccc(-c2noc(CCC(=O)NC3CC3)n2)cc1	-0.3%	11.1%	-8.0%	-2.9%	5.2%	22.5	3.0%	6.1%	i
O=C(Cn1ncc2c(=O)oc3ccccc3c21)NCCN1CCN(c2ccccc2F)CC1	13.1%	4.1%	11.5%	1.9%	29.2%	25.6	1.0%	28.8%	i
CCC(Cc1ccccc1)NC(=O)C1CCN(S(=O)(=O)c2ccc3c(c2)CC(C)N3C(C)=O)CC1 (configuration not stated)	0.0%	-1.0%	-5.2%	-0.5%	-0.2%	1.5	0.5%	-15.2%	i

# Next part.
SMILES	HT1080-NT tox	ATXN2 expr inh	MCF10A rerep	HT1080 IDH1KD tx	KB-3-1 cytotox	IL1B secr inh	SW480 rereplic	KB-V1 cytotox	S2 tox
CCCc1cc(=O)n2[nH]c(-c3ccc(C)cc3)nc2n1	nt	13.4%	nt	nt	0.4%	nt	nt	25.4%	i
O=c1cc(Nc2ccc3c(c2)OCCO3)[nH]c(=O)n1-c1ccc(Br)cc1	?	?	?	?	0.0%	1.7	8.7%	-11.7%	i
Cc1nn(C)c(C)c1S(=O)(=O)N1CCC(C(=O)NC(C)c2ccccc2)CC1 (configuration not stated)	42.7%	4.7%	15.4%	-0.8%	26.8%	16.7	-0.2%	22.7%	i
Cc1ccnc(NC(=S)NC(=O)/C=C/c2ccccc2)c1	-6.8%	44.3%[activator]	7.6%	3.5%	-2.1%	-2.4	-1.1%	-23.6%	i
CCCc1c(C(=O)Nc2cc(C(C)(C)C)on2)cnn1-c1ccccc1	-6.4%	nt	0.7%	-3.4%	-0.8%	20.9	-2.8%	-4.2%	i
COCCN1C[C@@H](CO)O[C@@H](n2cnc3c(N(C)C)ncnc32)C1	11.8%	-1.5%	nt	-0.9%	0.0%	-7.2	nt	2.0%	i
CCOc1ccccc1NC(=O)CC1Nc2cc(C)c(C)cc2NC1=O (configuration not stated)	-1.6%	-6.8%	18.4µM*	-14.3%	-28.1%	34.9	?	?	i
Cc1n[nH]c(=O)c2c(NC(=O)CSc3nncs3)oc(C)c12	-0.7%	-9.7%	0.7%	3.4%	0.3%	22.1	-2.2%	6.0%	i
Clc1cc(Br)ccc1OCCOCCN1CCOCC1	1.5%	8.9%	13.1%	1.3%	1.0%	-14.9	-1.2%	0.9%	i
CCOCCCNC(=O)C1CCC(CNS(=O)(=O)c2ccc(Cl)cc2)CC1 (configuration not stated)	-12.3%	6.2%	-5.5%	-3.2%	?	8.6	-2.0%	0.0%	i
CC(=O)NNc1ncnc2c1cnn2-c1ccc(C)cc1	7.1%	nt	-2.2%	6.5%	1.4%	0.1	?	8.6%	i
CCOC(=O)Nc1nnc(-c2ccc(OC)c(OC)c2)s1	3.1%	-0.4%	2.6%	9.2%	12.2%	-7.1	-2.7%	18.7%	i
O=C(CCN1CCOCC1)NNC(=O)c1ccc(Cl)c([N+](=O)[O-])c1	8.1%	3.6%	1.7%	11.7%	-0.7%	?	-7.2%	19.7%	i
Cc1ccc(Cc2nnc(SCC(=O)Nc3ccccc3)n(N)c2=O)cc1	-0.4%	4.6%	5.4%	15.3%	2.9%	-3.5	-32.5%[inhibitor]	-10.6%	i
Cc1ccc(NC(=O)CSc2nnc(CNC(=O)C34CC5CC(CC(C5)C3)C4)n2-c2ccc(F)cc2)cc1	?	1.2%	?	?	-9.5%	-13.4	?	0.2%	i
